Source: PubChem
tim23-1 inh – growth inhibitors of tim23-1 mutant yeast, primary screen, luminescence, uHTS; S. cerevisiae tim23-1 growth, BacTiter-Glo luminescence, 24 h; inhibition, % at 20 µM; 330,000 tested, 1.3% active;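 active means growth inhibition of the mutant yeast at or above 50%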;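 further: temperature-sensitive mutant grown at 25 °C; plate controls were DMSO-treated mutant yeast for no effect and medium wells lacking yeast for full effect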
EBI2 block – EBI2 receptor antagonists, beta-arrestin recruitment, primary screen, cell-based, luminescence, 7a,25-OHC stimulation, uHTS; AID 651636, 2012; inhibition, % at 5 µM; 7a,25-OHC stimulated; 360,000 tested, 0.81% active; G-protein coupled receptor 183 (Homo sapiens), P32249; in the data active means inhibition above about 38%;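 further: enzyme fragment complementation signal reports receptor beta-arrestin coupling in cells; 0% = agonist plus DMSO wells and 100% = wells without agonist; some results beyond the cut were filed as inactive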
Target sequence (P32249 whole entry, looked up, the tested form may be a part): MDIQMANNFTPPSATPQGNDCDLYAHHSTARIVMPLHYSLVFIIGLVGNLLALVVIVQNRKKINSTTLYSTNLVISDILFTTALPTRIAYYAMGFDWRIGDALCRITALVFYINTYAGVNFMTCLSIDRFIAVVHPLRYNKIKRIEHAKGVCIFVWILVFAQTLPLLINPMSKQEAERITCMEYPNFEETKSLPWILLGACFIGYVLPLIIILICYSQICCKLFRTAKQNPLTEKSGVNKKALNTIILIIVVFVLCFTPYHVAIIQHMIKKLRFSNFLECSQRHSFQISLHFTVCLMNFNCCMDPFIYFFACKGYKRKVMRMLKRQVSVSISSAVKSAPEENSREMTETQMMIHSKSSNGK
UPR XBP1 act – activators of adaptive XBP1 UPR arm, primary screen, cell-based, CHO-XBP1 luciferase reporter, luminescence, uHTS. IRE1-XBP1 UPR activation; percent of tunicamycin response, DMSO as zero. activation, % at 20 µM. 330,000 tested, 0.33% active. AID 463104, 2010;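 active means versus positive control, 20 µM dose yields 30% or more activation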;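 further: 100% = tunicamycin at 10 µg/mL and 0% = DMSO only wells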
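Material: IRE1-XBP1 luciferase reporter CHO line / Quantity: one thousand reporter cells per well / Buffer or medium: F12 with 10% serum / Compound: 20 µM single concentration, DMSO 1% / Times: 6 h treatment, 37 °C / Detection: Steady-Glo luciferase glow luminescence, 10 min after reagent addition / Benchmarks: tunicamycin high, DMSO low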
UPR CHOP act – activators of apoptotic CHOP UPR arm, primary screen, cell-based, CHO-CHOP luciferase reporter, luminescence, uHTS. UPR activation; percent of tunicamycin response over DMSO baseline. activation, % at 10 µM. 330,000 tested, 0.34% active. AID 449763, 2010;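 active means at 10 µM dose, activation of 40% or more, normalized to positive control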;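 further: 100% = tunicamycin at 10 µg/mL and 0% = DMSO alone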
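measured by = luciferase luminescence | assay system = CHO-CHOP cells, stable luciferase reporter of PERK-eIF2a-CHOP signalling | amount = 500 reporter cells seeded per well | timing = 6 h compound exposure at 37 °C after overnight seeding | controls = positive tunicamycin 10 µg/mL, negative DMSO alone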
APJ antagonist – antagonists of human apelin receptor APJ, primary screen, CHO-K1 cells, beta-arrestin complementation, luminescence | inhibition, % at 20 µM | 330,000 tested, 0.32% active | AID 2521, 2010;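 active means inhibition above about 40% at 20 µM, limit read from the data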;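 further: cells challenged with 10 nM apelin-13 agonist together with compound; plate controls were apelin-13 plus DMSO wells for no effect and DMSO wells lacking apelin-13 for full effect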
Target sequence (P35414 whole entry, looked up): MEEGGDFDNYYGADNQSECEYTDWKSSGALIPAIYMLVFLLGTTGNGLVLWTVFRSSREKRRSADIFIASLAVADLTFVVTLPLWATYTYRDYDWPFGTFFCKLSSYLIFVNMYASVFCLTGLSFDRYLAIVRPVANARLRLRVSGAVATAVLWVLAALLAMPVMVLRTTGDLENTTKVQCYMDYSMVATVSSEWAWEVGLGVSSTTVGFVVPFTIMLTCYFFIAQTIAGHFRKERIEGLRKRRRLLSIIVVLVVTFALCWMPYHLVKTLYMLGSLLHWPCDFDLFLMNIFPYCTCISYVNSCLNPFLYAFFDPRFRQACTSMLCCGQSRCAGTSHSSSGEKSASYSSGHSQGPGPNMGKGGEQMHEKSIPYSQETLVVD
CCR6 antagonist – CCR6 receptor antagonists, primary screen, cell-based, CHO-K1, luminescence, beta-arrestin, uHTS; CHO-K1 CCR6 PathHunter beta-arrestin, CCL20-stimulated; 340,000 tested, 0.49% active; AID 493098, 2011; inhibition, % at 20 µM;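 active means compounds whose inhibition of the agonist-driven luminescence signal at 20 µM reaches about 50%, limit read from the data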;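 further: cells stimulated with CCL20 at 14 nM final; plate controls were DMSO with CCL20 for no effect and DMSO without agonist for full effect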
Target sequence (P51684 whole entry, looked up): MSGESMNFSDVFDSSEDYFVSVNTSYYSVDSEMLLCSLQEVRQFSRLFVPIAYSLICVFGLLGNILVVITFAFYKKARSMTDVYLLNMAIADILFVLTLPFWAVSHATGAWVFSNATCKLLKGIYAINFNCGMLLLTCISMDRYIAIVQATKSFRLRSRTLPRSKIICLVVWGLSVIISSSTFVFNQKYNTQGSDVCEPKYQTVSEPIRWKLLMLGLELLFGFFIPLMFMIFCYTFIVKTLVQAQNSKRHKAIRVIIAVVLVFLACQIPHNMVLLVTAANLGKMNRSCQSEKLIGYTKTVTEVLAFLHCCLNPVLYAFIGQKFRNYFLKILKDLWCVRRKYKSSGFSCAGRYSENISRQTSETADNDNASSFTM
CXCR6 inh – CXCR6 receptor inhibitors, primary screen, cell-based, beta-arrestin, luminescence, CHO-K1 PathHunter, 1536-well. 360,000 tested, 0.36% active. AID 602244, 2012. inhibition, % at 20 µM; in the data active means inhibition above about 34%, passing the limit was not always enough;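 further: antagonist mode with CXCL16 agonist at 10 nM final; 0% = 10 nM CXCL16 with DMSO and 100% = unstimulated wells without agonist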
Mdm2-MdmX inh – inhibitors of human Mdm2-MdmX association, primary screen, cell-based, luminescence, split luciferase, SaOS-2, uHTS. SaOS-2 split-luciferase Mdm2/MdmX complementation. inhibition, % at 8 µM. 330,000 tested, 3% active. AID 485346, 2010;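 active means inhibition of at least 50% at 8 µM in the primary screen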
APJ ag – agonists of human apelin receptor APJ, primary screen, CHO-K1 cells, PathHunter beta-arrestin, luminescence. activation, % at 20 µM. P35414. 330,000 tested, 0.11% active. 0% DMSO wells, 100% apelin;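 active means activation more than six SD over the plate average, tested at 20 µM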;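 further: 0% = DMSO alone and 100% = apelin-13 at 10 nM; some results filed as inactive read as strong as hits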
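Material: CHO-K1 APJ beta-arrestin complementation cell line; Input: cell density 1000 per well; Incubation: compound stimulation 90 min at 25 °C, detection 60 min; Signal: luminescence from split beta-galactosidase complementation, Galacton Star/Emerald II substrate; Controls: DMSO-only wells as negative, 10 nM Apelin-13 as positive control.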
* hit, by the source's call; . = no result given. This is a subset; count on the stated rates, not on these rows.

SMILES	tim23-1 inh	EBI2 block	UPR XBP1 act	UPR CHOP act	APJ antagonist	CCR6 antagonist	CXCR6 inh	Mdm2-MdmX inh	APJ ag
COc1ccccc1OCCNC(=O)CC(NC(C)=O)c1ccccc1 (stereo unspecified)	-5	-6	-3	2.6	6	7	1	2	-3
Cc1cccc(NC(=S)N(CCN(C)C)C(C)c2ccco2)c1 (stereo unspecified)	5	-7	-2	0.3	8	11	2	23	-3
COC(=O)c1ccccc1NC(=O)c1cnn2c(C)cc(C)nc12	18	2	1	-0.2	16	17	6	19	-4
CC1(C)CC(=O)c2cnc(NCC3CCCO3)nc2C1 (stereo unspecified)	15	1	1	3.5	13	-8	0	-11	-4
COc1ccc(/C=C(\C#N)C(=O)NCCCn2ccnc2)cc1	4	-7	-3	-2.1	3	1	2	2	-3
COc1cc(NC(C)C(=O)N2CC(C)OC(C)C2)cc(OC)c1 (stereo unspecified)	-4	2	-3	-0.2	3	-6	11	-2	2
COc1ccccc1-n1c(C)cc(/C=C2/C(=N)N3C(=NC2=O)SN=C3S(C)(=O)=O)c1C	11	10	-4	3.2	5	11	5	-29	-3
CSc1ncccc1C(=O)NNc1cc(Cl)ccc1Cl	14	-3	-3	-1.1	-2	-1	-5	14	-2
CNc1ncnc2c1ncn2[C@@H]1O[C@H](CO)[C@@H](O)[C@H]1O	-8	-5	-3	4.0	-14	-2	4	0	-3
CC1CCN(CCCCOc2ccc(Br)cc2)CC1	3	-3	1	1.6	15	4	-6	-9	-3
COC(=O)c1cc(OC)c(OC)cc1NC(=O)CSCc1c(C)noc1C	1	-17	0	2.0	-3	-10	0	14	-2
CC1(C)C[C@H]2C3=CCC4[C@@]5(C)CC[C@H](O)[C@](C)(CO)C5CC[C@@]4(C)[C@]3(C)C[C@H]3O[C@@H]1[C@H](O)[C@]32CO (stereo partly specified)	7	2	-3	-0.3	3	1	-3	10	-4
CCCCNc1cc(C)nc(NCc2ccccc2)n1	2	5	-2	3.0	13	-20	-18	67*	5
O=S(=O)(c1ccc2c(c1)OCCO2)N1CCN(c2cccc(Cl)c2)CC1	39	2	-3	2.2	8	9	-8	15	-1
O=C(Nc1nc2ccccc2s1)C1CCN(S(=O)(=O)c2cc([N+](=O)[O-])ccc2Cl)CC1	-50	7	5	6.1	-57	4	-35	96*	9
O=C(c1ccco1)N1CCN(S(=O)(=O)c2ccc(Br)s2)CC1	27	-10	-1	0.8	3	3	-10	3	-6
Cc1cc2cc(NC(=O)c3ccco3)ccc2[nH]1	4	-7	-2	1.8	-11	-20	2	-63	-3
CC(C)(C)c1ccc(C(CC(=O)O)NS(=O)(=O)Cc2ccccc2)cc1 (stereo unspecified)	10	0	-3	-1.0	-4	1	-11	-24	1
CCn1c(C(=O)O)c(S(=O)(=O)c2ccc(Cl)cc2)c2ccccc21	-5	-4	0	3.2	17	6	-14	1	-1
CC(C)(C)NC(=O)C(c1ccc(O)cc1)N(Cc1ccccc1)C(=O)CCC(=O)Nc1nccs1 (stereo unspecified)	6	2	-3	1.1	9	8	0	-49	-1
O=C(Oc1ccc(C(=S)N2CCOCC2)cc1)c1cccc(Cl)c1	37	-2	2	2.1	0	6	-2	17	-2
S=c1nc(-c2ccc(Cl)cc2)[nH][nH]1	-13	-15	1	-0.2	4	1	-20	-1	4
C/C(Cl)=C/Cn1c(=O)c2c(nc(Br)n2Cc2ccccc2)n(C)c1=O	12	1	4	0.2	-16	11	-3	17	-2
COc1ccc(F)cc1S(=O)(=O)Nc1cc2c3c(c1)CCN3C(=O)CC2	15	-6	-1	-1.7	-4	1	-2	15	9
Cc1cc(OCC(=O)N(Cc2cccs2)C2CCS(=O)(=O)C2)ccc1Cl (stereo unspecified)	23	8	-1	-0.2	-3	7	-5	7	-6
COCCNC(=O)CN(C(=O)Cn1nnc2ccccc21)c1cc(C)cc(C)c1	9	4	1	-0.8	-5	-5	-8	10	-3
CCSc1ccc([C@@H]2[C@@H]3C(=O)N(CC)C(=O)[C@@H]3[C@]3(C(=O)OC)CCCCN23)cc1	35	2	1	1.2	-2	15	7	-3	2
CC(/C=C/c1ccco1)=N\NC(=O)c1cccc(Cl)c1	11	1	2	0.5	12	10	4	7	1
O=C(O)/C=C/C(=O)N(CC1CCCO1)C1CC(=O)N(c2c(Cl)cccc2Cl)C1=O (stereo unspecified)	8	-5	-1	0.0	-1	8	2	-8	2
O=C(O)CC1(CC(=O)Nc2ccc3c(c2)C(=O)OC3)CCCCC1	0	8	-4	0.2	-1	2	2	6	-1

Quoted at random: 5 records from the list
SMILES	tim23-1 inh	EBI2 block	UPR XBP1 act	UPR CHOP act	APJ antagonist	CCR6 antagonist	CXCR6 inh	Mdm2-MdmX inh	APJ ag
CCn1c(C(=O)O)c(S(=O)(=O)c2ccc(Cl)cc2)c2ccccc21	-5	-4	0	3.2	17	6	-14	1	-1
CC(C)(C)c1ccc(C(CC(=O)O)NS(=O)(=O)Cc2ccccc2)cc1 (stereo unspecified)	10	0	-3	-1.0	-4	1	-11	-24	1
CC(C)(C)NC(=O)C(c1ccc(O)cc1)N(Cc1ccccc1)C(=O)CCC(=O)Nc1nccs1 (stereo unspecified)	6	2	-3	1.1	9	8	0	-49	-1
C/C(Cl)=C/Cn1c(=O)c2c(nc(Br)n2Cc2ccccc2)n(C)c1=O	12	1	4	0.2	-16	11	-3	17	-2
Cc1cc(OCC(=O)N(Cc2cccs2)C2CCS(=O)(=O)C2)ccc1Cl (stereo unspecified)	23	8	-1	-0.2	-3	7	-5	7	-6

New compounds follow:
SMILES	tim23-1 inh	EBI2 block	UPR XBP1 act	UPR CHOP act	APJ antagonist	CCR6 antagonist	CXCR6 inh	Mdm2-MdmX inh	APJ ag
COc1ccc(C)c2sc(NC(=O)CCS(=O)(=O)c3ccccc3)nc12	18	-7	-3	-1.7	3	17	3	77*	9
CCN(CC)c1ccc(C(=O)NNC(=O)C2CSC3(C)CCC(=O)N23)cc1 (stereo unspecified)	9	4	-1	-0.7	4	11	1	13	-3
Cc1ccc(N(C)C(=O)N2CCN(S(=O)(=O)c3ccc4ccccc4c3)CC2)cc1	30	45*	1	1.7	-4	-11	-8	11	-5
CCC(=O)Nc1cccc(-c2nnc(SCC(=O)c3ccccc3)n2C)c1	18	-2	1	0.8	2	19	3	-48	-2
O=C(Nc1ccc(Br)cc1)C1C2C=CC3(O2)C1C(=O)N(CCN1CCCCC1)C3C(=O)NC1CCCCC1 (stereo unspecified)	1	-2	-5	0.3	27	13	10	18	-3
COc1ccc(C(=O)COC(=O)c2ccc(NC(=O)c3ccccc3)cc2)cc1	6	-1	-3	4.2	9	7	-17	-2	-4
CC(=O)O[C@H]1C(=O)[C@@]2(C)C([C@H](OC(=O)c3ccccc3)[C@]3(O)C[C@H](OC(=O)[C@H](O)[C@@H](NC(=O)c4ccccc4)c4ccccc4)C(C)=C1C3(C)C)[C@]1(OC(C)=O)CO[C@@H]1C[C@H]2O (stereo partly specified)	31	10	7	-1.4	-20	-1	1	42	2
COc1ccc(CNC(=O)CCCOc2cc(=O)n(C)c3ccccc23)cc1	5	-14	-1	-0.5	3	-2	-7	43	-5
O=c1c2c(-c3ccccc3)csc2ncn1/N=C/c1c2ccccc2cc2ccccc12	23	-7	1	1.0	-36	-8	5	29	-2
CC(=O)N1CCN(S(=O)(=O)c2ccc(Cl)cc2F)CC1	3	-12	0	1.1	-8	10	6	-13	0
Cc1oc(=O)c(NC(=O)c2ccccc2)cc1C(C)O (stereo unspecified)	-1	-5	-1	-0.8	5	-8	-3	13	0
COc1cc(/C=N/NC(=O)c2cc[n+]([O-])cc2)cc(OC)c1OC	-4	-11	-5	-2.0	-38	0	4	3	1
CN(Cc1ccccc1)C(=O)c1ccc(NC(=O)c2ccccc2)cc1	29	9	-2	-0.7	5	-2	2	3	3
O=C(O)CCCC(=O)Nc1cccc(-c2nc3ccccc3[nH]2)c1	8	-14	0	-1.2	-10	-5	6	-1	2
O=C1CSC(c2ccncc2)N1Cc1ccccc1 (stereo unspecified)	-12	2	-3	1.0	20	8	-1	25	-4
CCOc1cc(N2CCOCC2)c(OCC)cc1NC(=O)COC(=O)CCOc1ccc(C(C)(C)C)cc1	11	11	-2	1.4	13	18	-12	17	1
CN1CCN(C(=O)c2cccn(Cc3cccc(Cl)c3)c2=O)CC1	-3	-11	0	0.4	-8	5	-2	9	-3
C/C(Cc1nnn(-c2cc(C)on2)n1)=N\O	9	7	0	-0.4	3	-3	-2	15	-2
CSCCC(NC(=O)c1ccccc1Cl)C(=O)N1CC(C)OC(C)C1 (stereo unspecified)	11	-6	1	-0.8	-1	5	-2	-16	-4
COc1cccc(NCc2nnc(SCC(=O)N(C)C3CCS(=O)(=O)C3)n2C2CCCCC2)c1 (stereo unspecified)	3	-7	0	1.8	9	1	-10	10	-1
Cc1cccc(N(Cc2ccccc2)C(=O)CN2C(=O)NC3(CCCCC3C)C2=O)c1 (stereo unspecified)	19	9	1	-1.2	2	5	0	8	-5
Cc1cccc(NC(=O)C2CCCCN2S(=O)(=O)c2ccccc2)c1C (stereo unspecified)	16	2	-2	-1.3	-3	6	-2	23	-1
CC(C)c1cc(-c2cc(-c3ccc(Cl)cc3)on2)nc(NCC2CC2)n1	19	0	0	0.6	19	10	-4	8	5
O=C(NCc1nnc(SCc2ccc(F)cc2)n1-c1ccccc1)C12CC3CC(CC(C3)C1)C2	25	8	-5	0.3	3	7	-8	28	-3
O=C(CC1C(=O)NCCN1C(=O)Nc1ccc(C(F)(F)F)cc1)Nc1ccc(F)cc1 (stereo unspecified)	-1	-16	-2	-0.6	0	-2	-8	11	4
CCOC(=O)N1CCN(S(=O)(=O)c2cccc3ccc(C)nc23)CC1	25	-4	-2	-0.5	0	-3	84*	9	1
CC(=O)C1=C(O)C(=O)N(Cc2cccnc2)C1c1ccccc1Cl (stereo unspecified)	-2	14	-4	-3.1	0	12	2	-2	-1
Cc1ccc(-c2nnc(SCC(=O)n3c4c(c5ccccc53)CCCC4)o2)cc1	-2	.	-1	1.6	18	.	.	0	-1
Cc1ccccc1CC(=O)Nc1ccc2c(c1)CCC2	10	7	0	5.7	6	2	-2	-1	-5
CC(=O)c1sc(NC(=O)c2ccc(COc3ccccc3Cl)o2)nc1C	3	10	-1	-2.0	18	-1	-1	-14	-1
Cc1ccc(C)c(C(=O)CSc2n[nH]c(-c3ccncc3)n2)c1	6	4	-1	0.8	-2	12	-2	5	9
CC(O)/C=C/c1cccc[n+]1C (stereo unspecified)	-4	0	-1	-0.9	1	-18	5	9	-5
Cc1ccc(CCC(=O)Nc2ccc(S(N)(=O)=O)cc2)o1	6	-5	-5	1.0	9	-13	3	-8	4
